KCNQ2 inh – KCNQ2 channel blockers in CHO-K1 cells – cell-based, FluxOR thallium flux, B-score, primary screen (AID 2156); O88943; 20 min; hits give low values; B-score at 10 µM; 310,000 compounds, 1.1% hits;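 active means fluorescence ratio B-score at most minus 3 library SDs, with starting brightness B-score within 2 library SDs, cut at about -5.5 in these data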
Target sequence (O88943 whole entry, looked up): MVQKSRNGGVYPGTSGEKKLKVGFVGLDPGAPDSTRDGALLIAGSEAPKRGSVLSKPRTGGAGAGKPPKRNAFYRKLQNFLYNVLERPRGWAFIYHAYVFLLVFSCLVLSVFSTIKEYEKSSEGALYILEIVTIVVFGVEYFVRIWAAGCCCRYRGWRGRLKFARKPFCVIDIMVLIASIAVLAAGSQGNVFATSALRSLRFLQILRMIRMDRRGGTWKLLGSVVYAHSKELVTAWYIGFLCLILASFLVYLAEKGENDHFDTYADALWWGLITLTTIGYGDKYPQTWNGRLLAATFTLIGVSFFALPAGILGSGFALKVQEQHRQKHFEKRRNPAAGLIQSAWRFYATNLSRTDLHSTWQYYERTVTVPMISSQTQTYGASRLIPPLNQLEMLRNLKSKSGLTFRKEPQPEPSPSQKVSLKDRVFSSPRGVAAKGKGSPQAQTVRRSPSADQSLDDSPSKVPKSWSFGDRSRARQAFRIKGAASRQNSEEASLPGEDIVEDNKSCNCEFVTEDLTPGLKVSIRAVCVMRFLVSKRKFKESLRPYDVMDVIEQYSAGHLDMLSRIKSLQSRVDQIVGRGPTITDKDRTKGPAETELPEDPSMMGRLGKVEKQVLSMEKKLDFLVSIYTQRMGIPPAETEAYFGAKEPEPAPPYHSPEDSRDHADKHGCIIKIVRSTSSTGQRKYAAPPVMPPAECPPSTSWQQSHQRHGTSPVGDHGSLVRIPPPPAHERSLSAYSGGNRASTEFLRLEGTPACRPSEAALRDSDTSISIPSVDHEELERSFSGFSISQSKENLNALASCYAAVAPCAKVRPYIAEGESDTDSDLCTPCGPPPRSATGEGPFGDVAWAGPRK
CHT inh – inhibits the human high affinity choline transporter. B-score at 10 µM. Q9GZV3. 310,000 compounds, 0.86% hits. CHT-expressing cells, membrane potential dye, choline response; hits give low values;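 active means B-score over 3 SD under the library average, and starting fluorescence ratio not unusually high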;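 further: choline stimulus applied at its EC90 after an EC20 pre-addition; B-score computed on integrated fluorescence ratio after choline addition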
The depositor's hits bear a star.

`CC(C)n1c(=S)[nH]c2cc(Cl)ccc21` gave KCNQ2 inh inactive and CHT inh -6.9*.
`COc1ccc(-c2cc(=O)oc3cc(OC(=O)C4CCCCC4)c(Cl)cc23)cc1` gave KCNQ2 inh inactive and CHT inh inactive.
For c1ccc(CSc2nnc3ccc(-c4cccs4)nn23)nc1 the results were KCNQ2 inh inactive and CHT inh inactive.
For COc1ccc(N2CCN(C(=O)c3ccc(CNc4c(N5CCOCC5)c(=O)c4=O)cc3)CC2)cc1 the results were KCNQ2 inh inactive and CHT inh inactive.
For COc1ccccc1Nc1nnc(SCC2CCCCO2)s1 (stereo not given) the results were KCNQ2 inh inactive and CHT inh -6.3*.
`CCN(CC)CCCNc1nc(N)c([N+](=O)[O-])c(N2CCCCCC2)n1` gave KCNQ2 inh inactive and CHT inh inactive.
`CCSc1nc2ccccc2n1C(=O)c1ccc(S(=O)(=O)N2CCCCCC2)cc1` gave KCNQ2 inh inactive and CHT inh inactive.
`Cc1ccc(/C=N/NC(=O)c2cc(-c3ccncc3)nc3ccccc23)o1` gave KCNQ2 inh inactive.
`CCn1cc(/C=C(\NC(=O)c2ccc(C)cc2)C(=O)NCCCN2CCOCC2)c2ccccc21` gave KCNQ2 inh inactive.
`Cc1cc(C)cc(NC(=O)C[n+]2ccccc2)c1` gave KCNQ2 inh inactive and CHT inh inactive.
For COc1ccc(Nc2nc(N3CCN(S(C)(=O)=O)CC3)nc3ccccc23)c(OC)c1 the results were KCNQ2 inh inactive and CHT inh inactive.
Screening CCCCCCCCN1C(=O)C(O)=C(C(C)=O)C1c1ccccn1 (stereo not given) returned KCNQ2 inh inactive and CHT inh inactive.
Cc1cc(-c2ccccc2)nc2[n+]1CCN2C was read as KCNQ2 inh inactive and CHT inh inactive.
`Cn1c(C(=O)NCC2CCCO2)cc2c(=O)n3ccccc3nc21` (stereo not given) gave KCNQ2 inh inactive and CHT inh inactive.
Cc1cc(C)n(C(=O)CCC(=O)Nc2ccc(C)c(C)c2)n1 was read as KCNQ2 inh inactive and CHT inh inactive.
Screening CC(C)N(Cc1ccccc1)C(=O)COC(=O)c1ccc2c(c1)OCCO2 returned KCNQ2 inh inactive and CHT inh inactive.
COC(=O)c1sccc1NC(=S)Nc1cc(C)cc(C)c1 was read as KCNQ2 inh inactive and CHT inh inactive.
Screening CCOc1ccccc1Nc1ccc(C(=O)O)cc1N returned KCNQ2 inh inactive and CHT inh inactive.
Screening Cc1cc(C)c(/C=C(\C#N)C(N)=S)c(C)c1 returned KCNQ2 inh inactive and CHT inh inactive.
For COc1ccc(C(=O)/C=C/NCc2ccc(F)cc2)cc1OC the results were KCNQ2 inh inactive and CHT inh inactive.

Four records picked at random from those above:
`Cn1c(C(=O)NCC2CCCO2)cc2c(=O)n3ccccc3nc21` (stereo not given) gave KCNQ2 inh inactive and CHT inh inactive.
Cc1cc(C)n(C(=O)CCC(=O)Nc2ccc(C)c(C)c2)n1 was read as KCNQ2 inh inactive and CHT inh inactive.
Screening Cc1cc(C)c(/C=C(\C#N)C(N)=S)c(C)c1 returned KCNQ2 inh inactive and CHT inh inactive.
Screening CC(C)N(Cc1ccccc1)C(=O)COC(=O)c1ccc2c(c1)OCCO2 returned KCNQ2 inh inactive and CHT inh inactive.

Remaining list, next part
Cc1ccc(NC(=O)CC(C(=O)O)c2ccccc2)cc1 (stereo not given) was read as KCNQ2 inh inactive and CHT inh inactive.
`CC(=O)Nc1sc(C)c(C)c1C(=O)OC(C)C` gave KCNQ2 inh inactive and CHT inh inactive.
Screening COc1ccccc1CNC(=O)CN1CCN(S(=O)(=O)c2cccs2)CC1 returned KCNQ2 inh inactive and CHT inh inactive.
`CNc1nc(Oc2ccccc2C(=O)OC)nc(SC)n1` gave KCNQ2 inh inactive and CHT inh inactive.
`CCN1C(=O)c2ccccc2Sc2ccc(C(=O)NCCC(C)C)cc21` gave KCNQ2 inh inactive and CHT inh inactive.
CC(=O)N1CCc2cc(C(=O)CN3CCCN(Cc4ccc(F)cc4)C3)ccc21 was read as KCNQ2 inh inactive and CHT inh inactive.
O=C(Nc1ccc2c(c1)OCO2)c1ccc[n+]([O-])c1 was read as KCNQ2 inh inactive and CHT inh inactive.
COc1cc(/C=C/C(=O)OCC(=O)N2CCC(C)CC2)ccc1O was read as KCNQ2 inh inactive and CHT inh inactive.
For Cc1oncc1C(=S)Nc1ccccc1 the results were KCNQ2 inh inactive and CHT inh inactive.
`OCC[C@@H]1C[C@H](O)[C@@H](O)[C@]2(CCCCO2)O1` gave KCNQ2 inh inactive and CHT inh inactive.
For Cc1ccc(NC(=O)CSC2=NN3CCCC(=O)N=C3S2)c(C)c1 the results were KCNQ2 inh inactive and CHT inh inactive.
Nc1c(N2CCOCC2)cc(Cl)c2nonc12 was read as KCNQ2 inh inactive and CHT inh inactive.
COc1cc(/C(C)=N/N2CCOCC2)cc(OC)c1OC was read as KCNQ2 inh inactive and CHT inh inactive.
For Cc1c(Cl)cccc1N1CC(C(=O)Nc2nccs2)CC1=O (stereo not given) the results were KCNQ2 inh inactive and CHT inh inactive.
For Cc1ccc(CN2CCC(n3nccc3NC(=O)c3ccccc3C)CC2)o1 the results were KCNQ2 inh inactive and CHT inh inactive.
Screening CCCn1nnnc1-c1ccc(Cl)cc1 returned KCNQ2 inh inactive and CHT inh inactive.
Screening O=C(CSc1n[nH]c(-c2cccnc2)n1)Nc1ccnc2ccccc12 returned KCNQ2 inh inactive and CHT inh inactive.
Screening CCn1c(O)c(/C=C2\C=Nc3ccccc32)sc1=Nc1ccccc1 returned KCNQ2 inh inactive and CHT inh inactive.
Screening C/C(=N/N=C/c1ccc(N(C)C)cc1)c1ccccc1 returned KCNQ2 inh inactive and CHT inh inactive.
For O=C(Nc1ccc(F)cc1)C1CCCN(c2cnccn2)C1 (stereo not given) the results were KCNQ2 inh inactive and CHT inh inactive.
`COCCn1c(SCC(=O)Nc2ccc(C(C)=O)cc2)nc2c([nH]c3ccccc32)c1=O` gave KCNQ2 inh inactive and CHT inh inactive.
Screening CN1CCC(N(C)C(=O)/C=C/c2cn(-c3ccccc3)nc2-c2cccs2)CC1 returned KCNQ2 inh inactive and CHT inh inactive.
`CC1CC(C)CN(S(=O)(=O)c2ccc(NC(=O)C3CC(=O)N(Cc4ccccc4)C3)cc2)C1` (stereo not given) gave KCNQ2 inh inactive and CHT inh inactive.
O=C(NN1C(=O)c2ccccc2NC1c1ccccn1)c1ccc(Br)cc1 (stereo not given) was read as KCNQ2 inh inactive and CHT inh inactive.
For O=S(=O)(Nc1nc2ccccc2nc1NCCN1CCOCC1)c1cccc(Cl)c1 the results were KCNQ2 inh inactive and CHT inh inactive.
`Cn1c(CS/C(N)=N/N=C/c2ccccc2)c(Br)c(=O)n1-c1ccccc1` gave KCNQ2 inh inactive and CHT inh inactive.
Screening Cc1cc(C)c(C(=O)OCc2csc(CC(=O)Nc3ccccc3C)n2)c(C)c1 returned KCNQ2 inh inactive and CHT inh inactive.
For O=C(Nc1cnn(Cc2ccc(F)cc2)c1)c1cnn2c(C(F)F)cc(-c3ccccc3)nc12 the results were KCNQ2 inh inactive and CHT inh inactive.
Screening CC(=O)Nc1ccc(S(=O)(=O)Nc2nccs2)cc1 returned KCNQ2 inh inactive and CHT inh inactive.
Screening CNC(=O)c1ccsc1NC(=O)CS(=O)(=O)c1ccccc1 returned KCNQ2 inh inactive and CHT inh inactive.
`Cc1cc(=O)oc2cc(OCC(=O)N3CCCC(C)C3)ccc12` (stereo not given) gave KCNQ2 inh inactive and CHT inh inactive.
`CCCCn1c(N)c(N(CCOC)C(=O)c2cccc(-n3cnnn3)c2)c(=O)[nH]c1=O` gave KCNQ2 inh inactive and CHT inh inactive.
Screening Cc1ccc(C)c(OCCC(=O)NNC(=O)c2ccccc2)c1 returned KCNQ2 inh inactive and CHT inh inactive.
For COc1ccc(/C(C)=N\O)cc1OC the results were KCNQ2 inh inactive and CHT inh inactive.
For Cc1oc2cc3oc(=O)c(CC(=O)NCC(=O)N[C@@H](C(=O)O)c4ccccc4)c(C)c3cc2c1C the results were KCNQ2 inh inactive and CHT inh inactive.
`O=c1c2ccccc2c(-c2ccc(Br)cc2)nn1Cc1ccccc1` gave KCNQ2 inh inactive and CHT inh inactive.
Cc1cccc(-n2c(Cc3cc(=O)[nH]c(=O)[nH]3)nnc2SCC(=O)N2CCCCC2)c1 was read as KCNQ2 inh inactive and CHT inh inactive.
`C#CCOCCOCCOCCNc1nc(N2CCN(C(=O)[C@H](Cc3ccc(O)cc3)n3cc([C@@H](N)C(C)CC)nn3)CC2)nc(N2CCN(C(=O)[C@H](CCCCN)n3cc([C@@H](N)CC(C)C)nn3)CC2)n1` (stereo not given in full) gave KCNQ2 inh inactive and CHT inh inactive.
`O=C(C1CCCN(S(=O)(=O)c2cnc[nH]2)C1)N1CC(=O)N(CCc2ccccc2)C(=O)C1` (stereo not given) gave KCNQ2 inh inactive and CHT inh inactive.
COc1ccc(C(C)=O)cc1CSc1nnc(Nc2ccccc2C)s1 was read as KCNQ2 inh inactive and CHT inh inactive.

6 entries out of the list, ordered by molecular weight, low to high:
For COc1ccc(/C(C)=N\O)cc1OC the results were KCNQ2 inh inactive and CHT inh inactive.
`Cc1cc(=O)oc2cc(OCC(=O)N3CCCC(C)C3)ccc12` (stereo not given) gave KCNQ2 inh inactive and CHT inh inactive.
`O=c1c2ccccc2c(-c2ccc(Br)cc2)nn1Cc1ccccc1` gave KCNQ2 inh inactive and CHT inh inactive.
`CCCCn1c(N)c(N(CCOC)C(=O)c2cccc(-n3cnnn3)c2)c(=O)[nH]c1=O` gave KCNQ2 inh inactive and CHT inh inactive.
Cc1cccc(-n2c(Cc3cc(=O)[nH]c(=O)[nH]3)nnc2SCC(=O)N2CCCCC2)c1 was read as KCNQ2 inh inactive and CHT inh inactive.
For Cc1oc2cc3oc(=O)c(CC(=O)NCC(=O)N[C@@H](C(=O)O)c4ccccc4)c(C)c3cc2c1C the results were KCNQ2 inh inactive and CHT inh inactive.

The listing continues:
COc1cc(CN2CCN(C(c3ccccc3)c3ccccc3)CC2)cc(OC)c1OC was read as KCNQ2 inh inactive and CHT inh inactive.
For O=C1CCC(=O)N1CCSC(=S)N1CCSCC1 the results were KCNQ2 inh inactive and CHT inh inactive.
Screening COc1ccc2nc(C)cc(Sc3nc4ccccc4s3)c2c1 returned KCNQ2 inh inactive and CHT inh inactive.
For COC(=O)C(O)(CC(=O)Nc1cccc(SC)c1)C(F)(F)F (stereo not given) the results were KCNQ2 inh inactive and CHT inh inactive.
Screening O=c1[nH]c(N2CCOCC2)nc2ccccc12 returned KCNQ2 inh inactive and CHT inh inactive.
Screening Cc1ccccc1Nc1nnc(SCc2nc3ccccc3c(=O)[nH]2)s1 returned KCNQ2 inh inactive and CHT inh inactive.
Screening O=C(COC(=O)C1=COCCO1)Nc1ccc(OC(F)F)cc1 returned KCNQ2 inh inactive and CHT inh inactive.
For Cc1cc(OCCOCCNCc2ccccc2)ccc1C(C)C the results were KCNQ2 inh inactive and CHT inh inactive.
`Cc1c(N=Cc2ccccn2)c(=O)n(-c2ccccc2)n1C` gave KCNQ2 inh inactive and CHT inh inactive.
Screening COc1ccc(S(=O)(=O)N2CCC(O)(c3ccc4c(c3)OCO4)CC2)cc1 returned KCNQ2 inh inactive and CHT inh inactive.
O=C(Nc1ccc(F)cc1)c1ccc(C(=O)N2CCCC(O)C2)cc1 (stereo not given) was read as CHT inh inactive.
Screening O=C(Nc1ccc2c(c1)oc1ccccc12)c1ccc2c(c1)OCO2 returned KCNQ2 inh inactive and CHT inh inactive.
COc1ccccc1-c1nnc(NC(=O)C(C)SC2=NCCS2)s1 (stereo not given) was read as KCNQ2 inh inactive and CHT inh inactive.
COC(=O)c1sc(NC(=O)c2csc3c2CCCC3)nc1C was read as KCNQ2 inh inactive and CHT inh inactive.
`Cc1cc(C)c(S(=O)(=O)N2CCCCC2)cc1N(C)S(=O)(=O)c1ccc(Cl)cc1` gave KCNQ2 inh inactive and CHT inh inactive.
CC(C)C(=O)Nc1cccc(C(=O)Nc2ccccc2C(=O)O)c1 was read as KCNQ2 inh inactive and CHT inh inactive.
O=C(CN(Cc1ccc2c(c1)OCO2)C(=O)CNC(=O)c1ccco1)NC1CCCCC1 was read as KCNQ2 inh inactive and CHT inh inactive.
For COc1ccc(CNCc2cc(C)c(OC)cc2C)c(OC)c1 the results were KCNQ2 inh inactive and CHT inh inactive.
COc1ccc2c(C)c(C(=O)O)oc2c1 was read as KCNQ2 inh inactive and CHT inh inactive.
Screening CC(C)Cn1nc(C(=O)OCC(=O)NCC(F)(F)F)c2ccccc2c1=O returned KCNQ2 inh inactive and CHT inh inactive.
`Nc1ccccc1-c1nnn(CC(=O)Nc2ccc3c(c2)OCCO3)n1` gave KCNQ2 inh inactive and CHT inh inactive.
Screening O=C(CSc1ccc(-c2ccccc2)nn1)N1CCCc2ccccc21 returned KCNQ2 inh inactive and CHT inh inactive.
For O=C1/C(=C\c2cccs2)Sc2ccc3ccccc3c21 the results were KCNQ2 inh inactive and CHT inh inactive.
Screening CCOc1ccc(NC(=S)NN2C(C)CCCC2C)cc1 (stereo not given) returned KCNQ2 inh inactive and CHT inh inactive.
Fc1cccc(-c2nnn3c2nc(Cl)c2ccccc23)c1 was read as KCNQ2 inh inactive.
`CN(Cc1cccnc1)C(=O)CC1C(=O)NCCN1Cc1ccc(-c2ccccc2)cc1` (stereo not given) gave KCNQ2 inh inactive and CHT inh inactive.
CCc1nnc(NS(=O)(=O)c2ccc(NC(=S)NC(=O)/C=C/c3cccs3)cc2)s1 was read as KCNQ2 inh inactive.
For CCC/C=N/NC(=O)C1COc2ccccc2O1 (stereo not given) the results were KCNQ2 inh inactive and CHT inh inactive.
Screening O=c1[nH]nc(-c2ccc(NCCO)c([N+](=O)[O-])c2)c2ccccc12 returned KCNQ2 inh inactive and CHT inh inactive.
Screening COc1cccc(C(=O)N/N=C(\C)CC(=O)Nc2ccc(N(C)C)cc2)c1 returned KCNQ2 inh inactive and CHT inh inactive.
For Cc1ccc(/C=[N+](/[O-])C2SC(=S)N(C)C2(C)C)cc1 (stereo not given) the results were KCNQ2 inh inactive and CHT inh inactive.
`O=C(Cn1cnc([N+](=O)[O-])n1)NCCO` gave KCNQ2 inh inactive and CHT inh inactive.

From PubChem BioAssay

The order is random. About 1.9% of those tested had a hit in this group.
